Screens: PubChem BioAssay, National Center for Advancing Translational Sciences (NCATS)
AMA1-RON2 inh = AMA1-RON2 (P. falciparum) interaction inhibition. AID 720542. 360,000 tested, 0.2% active. Potency, µM (titrated, usually from 58.2 µM), for the others: at the highest dose activity change, negative = inhibition, usual class: inhibitors. AlphaScreen AMA1-biotinylated RON2 peptide binding;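 further: potency means the concentration at half of the fitted maximal effect; 0% = vehicle wells and -100% = peptide control; nearly all actives have a fitted effect of over 45% in size; some results filed as inactive show a strong effect at the top dose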
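AMA1 (3D7) with his tag at 25 nM final met compounds first, then biotinylated RON2 peptide at 25 nM; detection used donor plus acceptor beads, 10 µg/mL apiece, read by AlphaScreen after 30 min at room temperature.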
HCMV inh = inhibitors of human cytomegalovirus | HFF cells, HCMV-luciferase reporter, 72 h; stronger effect = lower value | activity change, negative = inhibition, % at 57.5 µM | 410,000 tested, 4.5% active | AID 1259415; in the data active means activity change below about -60%; inconclusive means no clear call, values can overlap the other calls; inactive means above about -39%
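Inhibition of viral replication was scored as loss of reporter luminescence in HFFs infected with HCMV-luciferase (MOI 1 PFU/cell) for 72 h; compounds tested at 2 doses, normalized to buffer and Salinomycin controls.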
Giardia FBPA inh = Giardia lamblia aldolase inhibition; A8B2U2; purified Giardia FBPA; Potency, µM (series often up to 59.6 µM), for inactives: at the top dose activity, negative = inhibition, most hits filed as inhibitors; 290,000 tested, 0.71% active; AID 2451; further: potency means the concentration at half of the fitted maximal effect; nearly all actives have a fitted effect of over 55% in size
Target sequence (A8B2U2 whole entry, looked up): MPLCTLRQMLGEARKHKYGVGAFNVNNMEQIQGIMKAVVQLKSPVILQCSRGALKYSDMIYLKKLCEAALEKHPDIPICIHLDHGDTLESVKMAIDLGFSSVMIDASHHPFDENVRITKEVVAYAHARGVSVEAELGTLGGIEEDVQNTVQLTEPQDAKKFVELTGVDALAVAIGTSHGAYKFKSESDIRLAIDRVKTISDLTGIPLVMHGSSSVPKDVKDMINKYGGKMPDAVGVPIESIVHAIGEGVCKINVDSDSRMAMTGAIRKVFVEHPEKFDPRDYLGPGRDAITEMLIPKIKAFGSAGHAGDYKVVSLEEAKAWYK
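Giardia FBPA (40 nM reagent) was preincubated 10 min at RT with compound (up to 57.5 uM final), then substrate plus GAPDH/TPI/NAD/arsenate coupling system with diaphorase/resazurin was added; resorufin fluorescence (525/598 nm) was read after 20 min.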
Sm TGR block = blocks Schistosoma mansoni thioredoxin glutathione reductase | 360,000 tested, 3% active | Potency, µM (series often up to 114 µM), for the others: at the highest dose activity change, negative = inhibition, most hits filed as inhibitors | purified TGR, DTNB reduction, TNB absorbance 405 nm | Q962Y6; further: potency means the concentration at half of the fitted maximal effect; nearly all actives have a fitted effect of over 60% in size
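TGR 20 nM + NADPH 100 uM (dispensed conc.), cpd preinc 15 min RT; start with NADPH (500 uM addition) then DTNB (15 mM addition). Kinetic TNB absorbance, 405 nm filter. Four-parameter Hill fit across titration.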
HCV inh = inhibitors of hepatitis C virus infection. Huh7.5.1 HCVcc-Cre infection, luciferase reporter, 44 h. Potency, µM (highest dose often 41.8 µM), without a hit: at the top dose activity change, negative = inhibition, most hits filed as inhibitors. AID 651820. 340,000 tested, 3.4% active; further: potency means the concentration at half of the fitted maximal effect
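Cells seeded at 1,000/well and cultured 4 h, then compounds added followed by HCVcc-Cre virus (~0.5 moi). After 44 h further culture, luciferase substrate was added, plates held 15 min at room temperature, and luminescence read for 15 sec.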
AmpC inh detg = blocks E. coli AmpC beta-lactamase in detergent assay | P00811 | AmpC hydrolysis of nitrocefin, absorbance 480 nm, 0.01% Triton | Potency, µM (doses to about 114 µM), without a hit: top-dose activity change, negative = inhibition, usual class: inhibitors | 370,000 tested, 0.041% active;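 further: potency means the concentration at half of the fitted maximal effect; 0% = no-compound wells and -100% = no-enzyme wells; nearly all actives have a fitted effect of over 25% in size; some results filed as inactive show a strong effect at the top dose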
Target sequence (P00811 whole entry, looked up): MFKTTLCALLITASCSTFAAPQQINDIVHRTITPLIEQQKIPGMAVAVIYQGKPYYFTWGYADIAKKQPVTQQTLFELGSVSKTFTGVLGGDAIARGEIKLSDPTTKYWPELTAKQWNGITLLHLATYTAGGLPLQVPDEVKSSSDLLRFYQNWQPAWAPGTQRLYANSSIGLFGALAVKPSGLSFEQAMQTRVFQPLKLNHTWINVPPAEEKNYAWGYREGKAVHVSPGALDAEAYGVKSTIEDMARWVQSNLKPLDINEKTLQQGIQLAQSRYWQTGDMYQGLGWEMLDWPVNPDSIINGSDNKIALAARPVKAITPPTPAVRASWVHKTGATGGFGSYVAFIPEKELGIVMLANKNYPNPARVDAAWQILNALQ
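AmpC (5.3 nM in the dispensed reagent) in 20 mM phosphate pH 7.0 with 0.01% (detergent screen) or 0.0001% Triton X-100 was preincubated with compounds for 15 min at room temperature. Nitrocefin was then added from an 800 uM solution, and hydrolysis was followed at 480 nm.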
* marks the source's active call; other numbers are inactive results; ? = inconclusive; . = no result given; & = joins results of further samples; [ ] = remark or other dose. Unless noted, the call rests on the fitted dose curve; in most records, active means well fitted curve in the direction sought with a large enough effect; inconclusive means small, poorly fitted or top-dose-only effect, or another doubt; inactive means no such curve, though single readings can be large; an effect the other way counts as inactive or inconclusive. Unless noted, on the % scale 0 is the no-effect control and ±100 the full control effect.

item	SMILES	AMA1-RON2 inh	HCMV inh	Giardia FBPA inh	Sm TGR block	HCV inh	AmpC inh detg
1	COc1ccc(C2CCCN2C(=S)Nc2c(C)cccc2C)cc1OC (stereo unspecified)	5%	-13	-1%	-3%	-12%	-6%
2	COC(=O)C1=C(c2ccccc2)C[C@@H]2CC[C@H]1N2C(=O)NCc1ccco1	-6%	5	.	.	-6%	.
3	COc1ccccc1CNC(=O)c1ccc(NC(=O)N2CC(C)Sc3ccccc32)cc1 (stereo unspecified)	.	-7	.	-2%	.	-2%
4	COc1ccc(C(=O)COC(=O)C(C(C)C)N2C(=O)C3C4C=CC(C4)C3C2=O)cc1 (stereo unspecified)	0%	2	0%	5%	9%	-4%
5	C/C(=N\N1CCN(C2c3ccccc3-c3ccccc32)CC1)c1ccncc1	-8%	-35	.	11%	15%	?
6	O=C(Nc1nnc(SCc2ccc(F)cc2)s1)C1CC(=O)N(c2ccc3c(c2)OCCO3)C1 (stereo unspecified)	-11%	-35	12%	-2%	13%	-10%
7	Cc1nnsc1C(=O)NNc1ccc(Cl)cc1	-9%	-5	-3%	11%	14%	-7%
8	COc1ccc(C(=O)Nc2scc(-c3ccc(Cl)cc3Cl)c2C(N)=O)cc1	0%	-10	-7%	-25%	?	2%
9	COc1ccc(C(=O)O/N=C(\N)c2ccccc2Cl)cc1OC	12%	52	-2%	-12%	10µM*	-6%
10	c1ccc(NNC2=NCCCCC2)cc1	11%	-35	-18%	-3%	-7%	0%
11	C=C(C)CNC(=S)NN=C1c2ccccc2-c2ccccc21	-11%	.	2%	58%[activator]	11µM*	1%
12	NC(=O)C(c1ccc(Cl)cc1)c1ccc(Sc2ccc(Cl)cc2)nn1 (stereo unspecified)	-2%	-89*	1%	-21%	?	-9%
13	CC1CN(Cc2ccccc2Cl)CC(C)O1 (stereo unspecified)	-25%	35	?	2%	8%	3%
14	C/C(N)=C(/C#N)C(=O)CSc1nnc(COc2ccccc2Cl)o1	-10%&-28%	2&18	4%	-4%	-3%&-8%	-2%
15	COc1cccc2cc(NC(=O)C3CCCCC3)c(=O)oc12	-2%	45	2%	7%	19%	5%
16	O=C(NCCS(=O)(=O)N1CCN(c2ccccc2)CC1)c1ccccc1F	6%	24	.	-2%	3%	-13%
17	Cc1cc(C)cc(N(CCC#N)C(=O)COC(=O)c2nc3nc(C)cc(C)n3n2)c1	-5%	-26	.	5%	13%	-10%
18	COc1cc(CNc2ccc(N3CCCC3)cc2)ccc1OCc1ccccc1F	?	.	4%	?	?	?
19	FC(F)(F)c1ccc(-c2nnc(-c3cccnc3)o2)cc1	6%	2	1%	1%	5%	?
20	CC(Oc1ccccc1F)C(=O)NNC(=O)c1cccc(S(=O)(=O)N2CCN(C)CC2)c1 (stereo unspecified)	55%[activator]	-11	.	-9%	-5%	-7%
21	COC(=O)c1ccc(C)c(NC(=O)CCCN2C(=O)NC(C)(C)C2=O)c1	-3%[11.6 µM]	?	.	-1%	21%	-15%
22	Cc1c(C(=O)N2CCN(c3ccccc3F)CC2)sc2ncn(CC(=O)N3CCOCC3)c(=O)c12	8%	-25	7%	7%	12%	-13%
23	COc1ccc(N(CC(=O)NC(C)c2ccccc2)S(=O)(=O)c2c(C)noc2C)cc1 (stereo unspecified)	15%	-34&-7	.	3%&13%	2%	2%&1%
24	Cc1cccc(NC(=O)C2CCCN2C(=O)OCC(C)C)c1 (stereo unspecified)	3%	38	6%	0%	1%	-9%
25	CC(=O)Nc1cccc(C(=O)/C=C/c2ccc(F)cc2)c1	-10%	-99*	0%	?	?	-4%

4 entries from above, with one line to a screen:
2	COC(=O)C1=C(c2ccccc2)C[C@@H]2CC[C@H]1N2C(=O)NCc1ccco1
3	COc1ccccc1CNC(=O)c1ccc(NC(=O)N2CC(C)Sc3ccccc32)cc1 (stereo unspecified)
4	COc1ccc(C(=O)COC(=O)C(C(C)C)N2C(=O)C3C4C=CC(C4)C3C2=O)cc1 (stereo unspecified)
5	C/C(=N\N1CCN(C2c3ccccc3-c3ccccc32)CC1)c1ccncc1
screen / no.,2,3,4,5
AMA1-RON2 inh,-6%,.,0%,-8%
HCMV inh,5,-7,2,-35
Giardia FBPA inh,.,.,0%,.
Sm TGR block,.,-2%,5%,11%
HCV inh,-6%,.,9%,15%
AmpC inh detg,.,-2%,-4%,?

(next part)
item	SMILES	AMA1-RON2 inh	HCMV inh	Giardia FBPA inh	Sm TGR block	HCV inh	AmpC inh detg
26	COc1ccc(C2/C=C\CN(C(=O)OCc3ccccc3)CC(=O)N2Cc2ccc(F)cc2)cc1 (stereo unspecified)	38%[activator]	9	0%&-1%	15%	?	-3%
27	OC(COCc1ccco1)CN1CCN(C(c2ccccc2)c2ccccc2)CC1 (stereo unspecified)	-10%	22	-13%	-6%	?	-7%
28	Cc1ccccc1CCN1CCCC(CN(C)C(=O)c2ccc3ncccc3c2)C1 (stereo unspecified)	5%	-18	-1%	3%	-3%	0%
29	Cc1ccc(Cn2ccc(NC(=O)c3noc4c3CCCC4)n2)cc1	-6%	6	2%	-8%	?	2%
30	COc1ccc(-c2nnc3n2N(C(C)=O)C(c2ccc(Cl)c(Cl)c2)=C(C(C)=O)S3)cc1	.	?	.	0%	.	0%
31	N#CC[C@H](Cc1ccccc1)N1CCN(Cc2ccccc2)CCC1=O	-3%	5	11%	0%	-5%	-12%
32	COc1ccc(CCC(=O)NC2CCC(C)CC2)cc1 (stereo unspecified)	?	6	-2%	-16%	10%	-7%
33	O=C1C2N=NN(CC(=O)N3N=C(c4cccc5ccccc45)CC3c3ccccc3)C2C(=O)N1c1ccccc1 (stereo unspecified)	97%[activator]	.	6%	-4%	?	4%
34	CC(Nc1ccc2ccccc2c1)C(=O)N/N=C/c1ccncc1 (stereo unspecified)	-1%	-24	.	3%	1%	?
35	CCCCC(=O)Nc1nnc(SCc2cc(=O)n3cc(C)ccc3n2)s1	.	-29	.	-2%	.	19%
36	NNC(=O)CCCNc1ncc(C(F)(F)F)cc1Cl	34%[activator]	-35	5%	36%[activator]	6%	5%
37	COc1ccc(NC(=O)CN(C)CC(=O)N(C)C2(C#N)CCC(C)CC2)cc1 (stereo unspecified)	16%	-33	.	2%	-9%	1%
38	COC(=O)c1cccc(NC(=O)CSCc2ccccc2)c1	17%	9	4%	12%	-7%	?
39	COc1ccc(/C=C/C(=O)NC(C)C)cc1Br	4%	-19	2%	4%	3%	4%
40	CCOC(=O)COc1nc2ccc(Br)cc2c(-c2ccccc2)c1C(C)=O	-11%	-22	-1%	13%	-18%	6%
41	CC(C)NC(=O)NC(=O)COC(=O)C1CCCN1C(=O)c1cccs1 (stereo unspecified)	5%	-9	10%	-1%	14%	-3%
42	O=C(COC(=O)Cc1c(F)cccc1Cl)NCCC1=CCCCC1	25%	-24	2%	-1%	12%	-11%
43	O=C(NCC1CCCO1)c1ccc(/C=N/O)nc1 (stereo unspecified)	43%[activator]	-4	-9%	0%	5%	-3%
44	O=C(NCc1ccc(F)cc1)c1cc(-c2cccs2)on1	2%	-16	1%	1%	-23%	-18%
45	CCN(CC)CCCNC(=O)c1ccc2c(c1)N(Cc1c(F)cccc1Cl)C(=O)c1ccccc1S2	.	-98*	.	-3%	.	-1%
46	CC1CCc2[nH]c3ccc(C(=O)N(C)CC(=O)Nc4ccccc4Br)cc3c2C1 (stereo unspecified)	?	-15	.	0%	-1%[8.37 µM]	-1%
47	Cc1cc(C)n(C(=O)Cc2cn3ccsc3n2)n1	-5%	8	?	-6%	12%	-5%
48	C/C(=N/NC(=O)CNC(=O)/C=C/c1ccccc1)c1ccco1	4%	-21	.	-4%	-14%	-3%
49	O=C(Nc1c[nH]c(=O)[nH]c1=O)OCc1ccccc1	7%	46	.	.	7%	.
50	COc1cc(-c2nnc(SCC(=O)/C(C#N)=C(\C)N)o2)cc(OC)c1OC	-1%	84	0%	-24%	?	-4%
51	N#CCSc1nc2sc3c(c2c(=O)n1C1CCCCC1)CCCC3	34%[activator]	-17	-17%	-34%	-27%	-15%
52	CC1(C)CC(=O)C(C2(O)C(=O)Nc3ccccc32)CO1 (stereo unspecified)	0%	-16	-5%	-3%	8%	?
53	COc1ccc(-c2csc3ncnc(N4CCN(S(=O)(=O)c5cccs5)CC4)c23)cc1	-20%	-71*	.	2%	8.9µM*	-17%
54	Cc1ccc(C(=O)N(Cc2ccccc2)C(C)(C)C)cc1C	-15%	?	7%	-19%	-8%	-3%
55	O=C(CCc1ccccc1)NNC(=O)c1ccc(Cl)cc1	84%[activator]	29	1%	-9%	-3%	-13%
56	Oc1c(C(Nc2ccccn2)c2ccccc2F)ccc2cccnc12 (stereo unspecified)	.	-95*	.	2µM*	.	1%
57	COCCCNC(=O)c1nc2ccccc2c(=O)n1NC(=O)Nc1c(Cl)cccc1Cl	3%	.	23%	22%	?	-1%
58	COC(=O)Nc1ccc(S(=O)(=O)N2CCCC(C(=O)N3CCOCC3)C2)cc1 (stereo unspecified)	7%	-21	5%	9%	8%	0%
59	Cc1cc(C)c(NC(=O)CN(C)S(=O)(=O)c2ccc3c(c2)c(=O)n(C)c(=O)n3C)c(C)c1	.	-10	.	1%	.	-13%
60	O=[N+]([O-])c1ccc(Nc2nc(Cl)nc(NCCO)n2)cc1	-17%	43	-5%	0%	10%	-4%
61	COc1ccccc1-c1nnc(SCC(=O)Nc2c(Cl)cccc2Cl)o1	-11%	14	2%	8%	?	9%
62	Cc1c(NS(=O)(=O)c2cc(C(=O)NCCN(C)C)ccc2Cl)c(=O)n(-c2ccccc2)n1C	-11%	-23	-3%	0%	17%	-15%
63	Cc1cccc(NC(=O)CSc2nc(=O)n3ccccc3n2)c1C	-16%	-27	.	4%	13%	?
64	COc1cc(SC)ccc1C(=O)OCC(=O)N1CCN(C(C)=O)CC1	-9%	-25	.	8%	-6%	-1%
65	NC(=O)NC(=O)COC(=O)CCSc1ccccc1	?	-32	0%	16%	0%	-1%
66	O=C(N/N=C/C=C\c1cccc([N+](=O)[O-])c1)c1cccnc1	81%[activator]	-34	-14%	?	-12%	-1%
67	CC(=O)c1ccc(Oc2ncnc3c2oc2ccccc23)cc1	.	103	.	0%	.	8%
68	COc1cc(C)ccc1S(=O)(=O)n1nc(C)cc1C	-14%	?	1%	0%	-4%	5%
69	Cc1ccc(NC(=O)CSc2nccn(-c3ccc4c(c3)OCCO4)c2=O)cc1	29%	-16	.	-2%	14%	-15%
